EPAC1 agonist: EPAC1 (human) agonism. O95398. EPAC1 agonist qHTS, biochemical assay; response scale: 100% = response to 6.5 mM cAMP. AID 720707. Potency, µM (titrated, usually from 154 µM), without a hit: at the highest dose activation, usual class: activators. 360,000 tested, 0.073% active; note: potency is the fitted concentration of half-maximal effect; nearly all actives have a fitted effect of over 60% in size
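Compounds were pinned as a concentration titration into mixtures of EPAC1 (100 nM), BODIPY-GDP-loaded Rap1B (250 nM) and GDP (50 uM). After 5 min at room temperature, fluorescence was followed for 30 min; activity was scaled to 6.5 mM cAMP.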
GLP1R ag: activates the human GLP-1 receptor. P43220. Potency, µM (series often up to 45.6 µM), without a hit: at the top dose activation, most hits filed as activators. 380,000 tested, 0.007% active. HEK293 GLP-1R CRE-luciferase, luminescence, 4-6 h; cells express a hypersensitive GLP-1R form. AID 624172; note: potency is the fitted concentration of half-maximal effect; % of control where 0% means no effect
Target sequence (P43220 whole entry, looked up): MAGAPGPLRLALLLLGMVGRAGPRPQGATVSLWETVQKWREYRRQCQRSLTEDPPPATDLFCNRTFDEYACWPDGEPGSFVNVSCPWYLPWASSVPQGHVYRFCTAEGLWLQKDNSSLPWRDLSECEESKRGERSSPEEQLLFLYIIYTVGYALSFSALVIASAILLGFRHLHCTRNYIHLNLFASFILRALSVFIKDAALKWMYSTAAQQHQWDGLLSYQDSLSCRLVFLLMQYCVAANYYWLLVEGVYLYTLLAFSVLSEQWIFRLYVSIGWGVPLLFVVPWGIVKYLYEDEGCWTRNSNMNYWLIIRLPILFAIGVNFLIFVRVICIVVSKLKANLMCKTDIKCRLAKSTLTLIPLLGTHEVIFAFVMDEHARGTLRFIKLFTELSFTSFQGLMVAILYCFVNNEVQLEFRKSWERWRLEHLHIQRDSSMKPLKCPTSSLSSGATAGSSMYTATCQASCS
PLK1 PBD block: PLK1 (human) polo-box domain binding inhibition; P53350; Potency, µM, for inactives: max response, negative = inhibition, hits mostly inhibitors; 360,000 tested, 2.8% active; Plk1 PBD binding of FITC phosphopeptide, fluorescence polarization; AID 720504; note: potency is the fitted concentration of half-maximal effect; series mostly up to about 57 µM; % is set by controls: 0 for no effect and ±100 for the full control effect; nearly all actives have a fitted effect of over 65% in size
HEK293 tox: cytotoxicity in counter-screen for GLP-1R inverse agonists | HEK293 cAMP-luciferase reporter cells, luminescence, 24 h | Potency, µM (titrated, usually from 38.3 µM), inactives show top-dose activity change, negative = inhibition, usual class: inhibitors | 410,000 tested, 0.13% active;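 note: loss of luciferase light is scored as toxicity; potency is the fitted concentration of half-maximal effect; % is set by controls: 0 for no effect and ±100 for the full control effect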
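A 23 nL compound transfer followed 12 hours of cell culture at 37 deg C; exposure then lasted 24 hr. Luciferase assay detection reagent was dispensed and plates read for luminescence after a 12 min room-temperature wait.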
PTHR1 agonist: PTHR1 (human) receptor agonism | HEK293 GP2 PTHR1 cells, GloSensor cAMP luminescence, 1 h | Potency, µM (highest dose often 115 µM), for inactives: at the top dose activation, usual class: activators | 410,000 tested, 0.075% active | Q03431; note: potency is the fitted concentration of half-maximal effect; nearly all actives have a fitted effect of over 55% in size; some results filed as inactive show a strong effect at the top dose; inactives centre near -15; many of its hits are not listed in these tables
Target sequence (Q03431 whole entry, looked up): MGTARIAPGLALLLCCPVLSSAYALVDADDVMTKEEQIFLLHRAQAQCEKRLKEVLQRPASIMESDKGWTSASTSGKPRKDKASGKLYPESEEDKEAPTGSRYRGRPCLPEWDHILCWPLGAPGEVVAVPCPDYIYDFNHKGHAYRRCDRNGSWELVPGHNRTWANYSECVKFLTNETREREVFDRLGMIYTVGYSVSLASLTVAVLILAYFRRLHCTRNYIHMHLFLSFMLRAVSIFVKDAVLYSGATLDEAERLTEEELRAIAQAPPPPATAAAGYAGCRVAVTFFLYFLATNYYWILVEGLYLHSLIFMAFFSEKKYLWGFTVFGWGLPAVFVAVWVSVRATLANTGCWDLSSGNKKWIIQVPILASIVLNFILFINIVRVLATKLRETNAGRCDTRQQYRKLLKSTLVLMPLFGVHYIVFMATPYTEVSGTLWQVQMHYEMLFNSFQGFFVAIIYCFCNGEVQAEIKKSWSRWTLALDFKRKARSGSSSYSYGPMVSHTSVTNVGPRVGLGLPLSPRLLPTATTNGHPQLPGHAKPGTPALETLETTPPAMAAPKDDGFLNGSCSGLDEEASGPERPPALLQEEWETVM
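HEK-293-derived GP2 cells expressing PTHR1 and a GloSensor cAMP reporter, 3,000/well, plated overnight, given luciferin plus IBMX (each 0.5 mM as added) for 1 h at 37 °C, then compound for 1 h at 37 °C. Luminescence was read after 15 min at room temperature.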
GLP1R inv ag: inverse agonists of human GLP-1 receptor; P43220; HEK293 GLP-1R CRE-luciferase, luminescence, 24 h; GLP-1R form is constitutively active; Potency, µM (series often up to 38.3 µM), for the others: top-dose activity change, negative = inhibition, usual class: inhibitors; 410,000 tested, 1.6% active; AID 624417; note: potency is the fitted concentration of half-maximal effect; % is set by controls: 0 for no effect and ±100 for the full control effect; nearly all actives have a fitted effect of over 55% in size
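Assay principle: reduced luminescence from a cAMP-responsive reporter in HEK293 cells co-expressing a constitutively active GLP-1R. Conditions: 24 hr compound incubation, 37 deg C, 5% CO2.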
IL2 activator: activators of IL-2; 360,000 tested, 0.065% active; activation, % (series mostly up to about 46 µM); IL-2 activation reporter assay, cell-based qHTS; stimulated with anti-CD3/CD4/CD28 beads; in transgenic mouse T cells; in the data active = activation above about 50%; inconclusive = mostly about 30% to 49%; note: 0% is about no effect
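First, unstimulated transgenic mouse T cells were exposed to compound for 60 min. Next, anti-CD3/anti-CD4-coated beads with anti-CD28 were added. Finally, after 18 h at 37 degrees C, EGFP and DsRed were imaged.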
PI5P4Ka inh: blocks human PI5P4K alpha kinase activity. P48426. PI5P4Kalpha enzyme, ADP-Glo luminescence, 60 min; stronger effect = lower value. max response, %. 330,000 tested, 1.2% active; active = max response of -50% or lower; inconclusive = between -30% and -50%; inactive = -30% or higher; note: value at the top dose of about 77 µM; % is set by controls: 0 for no effect and ±100 for the full control effect
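PI5P4Kalpha ADP-Glo assay; 5 microM ATP final; 60 min RT reaction; HEPES pH 7.4/EGTA/CHAPS, 5% DMSO; controls lacking substrate or enzyme; luminescent end-point.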
EPAC1 antag: antagonists of human EPAC1 | O95398 | Potency, µM (doses to about 115 µM), for inactives: at the top dose activity change, negative = inhibition, most hits filed as inhibitors | AID 720709 | 360,000 tested, 0.14% active | EPAC1 GEF assay, Rap1b-BODIPY-GDP exchange fluorescence;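 note: potency is the fitted concentration of half-maximal effect; plate controls were vehicle for no effect and positive control for full effect; nearly all actives have a fitted effect of over 50% in size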
An asterisk follows results filed as active; i = inactive; ? = inconclusive; . = no result given; & = joins results of further samples; [ ] = another dose, or the depositor's remark. Unless noted, calls come from the whole dose curve; as a rule, active = well fitted curve in the direction sought with a large enough effect; inconclusive = small, poorly fitted or top-dose-only effect, or another doubt; inactive = no such curve, though single readings can be large; an effect the other way counts as inactive or inconclusive.

SMILES	EPAC1 agonist	GLP1R ag	PLK1 PBD block	HEK293 tox	PTHR1 agonist	GLP1R inv ag	IL2 activator	PI5P4Ka inh	EPAC1 antag
Cc1nnc(SCc2ccccc2)nc1/C=C/NOCc1ccc(Cl)cc1Cl	3%	-12%	-2%	-11%	i	-27%	-3.8	-5	2%
Cc1cc(NC(=O)c2ccco2)ccc1NC(=O)Cc1cccs1	4%	14%	-2%	-10%	i	3%	0.2	0	18%
Cc1ccc(/C=N/NC(=O)Cc2ccc(O)cc2)s1	6%	-8%	-18%	0%	-27%	32%[activator]	-3.5	-27	-7%
Cc1cc(-c2ccccc2)nc(Nc2nc3c(C)cccc3c(=O)[nH]2)n1	-2%	2%	-19%	8%	-14%	64%[activator]	-2.8	1	-27%
Fc1ccc(Nc2c(-c3ccco3)nc3ccccn23)cc1	1%	10%	0%	3%&3%	-12%&-29%	?	0.5	2	-5%
COc1ccc(NCc2nn(CC(=O)c3ccc(Br)cc3)c3[n+]2CCCCC3)cc1	1%	0%	-17%	-7%[7.66 µM]	-23%	9%[7.66 µM]	2.8	-9	-6%
COC(=O)/C=C1\N/C(=N/c2nc(C)c3cc(OC)ccc3n2)NC1=O	3%	1%	1%	13%	i	34%[activator]	0.2	-6	0%
O=C(NCc1ccccn1)C(=O)Nc1cc2c3c(c1)CC(=O)N3CCC2	3%	4%	-1%	-6%	i	21%	-4.3	-1	1%
COc1ccc(-c2cc(=O)c3cc(OC)c(OC)cc3[nH]2)cc1	-3%	-1%	-13%	1%	-4%	20%	0.7	-3	0%
Cc1ccc(OCc2cc(C(=O)N3CCCCCCC3)no2)cc1C	4%	18%	-5%	4%	-9%	?	0.3	13	5%

Sorted by SMILES length (falling): some entries from above.
SMILES	EPAC1 agonist	GLP1R ag	PLK1 PBD block	HEK293 tox	PTHR1 agonist	GLP1R inv ag	IL2 activator	PI5P4Ka inh	EPAC1 antag
COc1ccc(NCc2nn(CC(=O)c3ccc(Br)cc3)c3[n+]2CCCCC3)cc1	1%	0%	-17%	-7%[7.66 µM]	-23%	9%[7.66 µM]	2.8	-9	-6%
COC(=O)/C=C1\N/C(=N/c2nc(C)c3cc(OC)ccc3n2)NC1=O	3%	1%	1%	13%	i	34%[activator]	0.2	-6	0%
Cc1cc(NC(=O)c2ccco2)ccc1NC(=O)Cc1cccs1	4%	14%	-2%	-10%	i	3%	0.2	0	18%

Next compounds:
SMILES	EPAC1 agonist	GLP1R ag	PLK1 PBD block	HEK293 tox	PTHR1 agonist	GLP1R inv ag	IL2 activator	PI5P4Ka inh	EPAC1 antag
CCc1ccc(NC(=O)C2CCN(S(=O)(=O)c3cccs3)CC2)cc1	-5%	6%	-12%	1%	-13%	?	-0.6	3	-21%
CCc1nnc(NC(=O)CSc2ccc(Cl)cc2)s1	7%	-25%	-16%	1%	-10%	-8%	-1.0	1	-1%
Cc1cc2occ(CC(=O)N(C)CC(=O)Nc3c(C)cccc3C)c2cc1C	9%	5%	-2%	-1%	-39%[inhibitor]	?	-1.1	0	-12%
CCOC(=O)C1(C)NC(c2ccco2)C2C(=O)N(C)C(=O)C21 (configuration not stated)	5%	1%	?	-4%	4%	-10%	2.2	-27	-3%
CS(=O)(=O)Nc1ccc(C(=O)N2CCCC2)cc1	-4%	-4%	-2%	-7%	i	0%	-2.7	.	7%
Cn1cc(S(=O)(=O)NC[C@H]2O[C@@H](n3ccc(=O)[nH]c3=O)[C@H](O)[C@@H]2O)cn1	15%	-4%	-3%	3%	i	6%	0.3	-1	-11%
COc1cc(O)c(C(CC(=O)N2CCCC(C)C2)c2ccc3c(c2)OCO3)c(OC)c1 (configuration not stated)	3%	4%	4%	10%	-20%	6%	-0.5	2	12%
C=CCOc1cccc(/C=N/NC(=O)CN2CCCCC2)c1	-19%	12%	2%	-7%	i	16%	-0.5	3	-18%
Cc1ccc(N(Cc2ccc([N+](=O)[O-])cc2)C(=O)c2ccco2)cc1	10%	2%	-4%	-3%	i	?	1.0	0	-2%
O=C1NC(c2ccccc2)=NC1(Nc1ccccn1)C(F)(F)F (configuration not stated)	1%	0%	-7%	-5%	i	?	-4.2	2	-28%
Cn1c(=O)c2c(nc(Oc3ccccc3N)n2C)n(C)c1=O	7%	19%	-4%	-28%	i	11%	0.8	5	-14%
O=C(NNC(=O)C1CCN(Cc2cccc(F)c2)CC1)c1cccs1	8%	1%	-7%	-9%	-23%	-4%	-4.8	3	7%
O=C(Nc1ccc(Cl)cc1Cl)c1ccc2c(=O)n3c(nc2c1)CCC3	10%	6%	-9%	-5%	i	8%	0.1	-18	-2%
CC(=O)c1cccc(NC(=O)CSc2ccc(-c3sc(C)nc3C)nn2)c1	11%	0%	-5%	-21%	-36%[inhibitor]	47%[activator]	-0.4	-9	-9%
Cc1nn(Cc2ccccc2)c(Cl)c1/C=N/NC(=O)CNc1cccc(C(F)(F)F)c1	-30%[inhibitor]	1%	8%	?	-37%	?	-0.5	1	6%
COc1ccc(-n2c(=S)[nH]c3cc(C(=O)Nc4ccccc4OC)ccc3c2=O)c(OC)c1	19%	-3%	-15%	1%	-29%	?	4.4	?	-29%
CC(C)SCc1nc2ccccc2[nH]1	5%	4%	-9%	8%	i	2%	-3.5	-6	6%
CC1(NC(=O)c2ccccc2)CCN(CCc2cccs2)C1=O (configuration not stated)	-9%	2%	-4%	-10%	-33%[inhibitor]	6%	0.9	-3	-5%
CCS(=O)(=O)Nc1cccc(C2=NN(S(=O)(=O)c3ccc(F)cc3)C(c3cccs3)C2)c1 (configuration not stated)	2%	14%	1%	-3%	-18%	?	-0.4	1	-10%
CC(=O)N1CCc2cc(Br)cc(S(=O)(=O)N3CCN(c4ccccn4)CC3)c21	5%	-3%	?	-11%	i	-1%	0.7	-9	4%
Cc1ccc(S(=O)(=O)N2CCOCC2)cc1NC(=O)CSc1nnnn1C1CC1	3%	3%	-4%	-5%	i	5%	-2.3	2	2%
COc1cccc(C(=O)Nc2nnc(SCC(=O)Nc3ccc(NC(C)=O)cc3)s2)c1	-5%	-11%	-23%	-1%	i	4%	-2.0	-14	-3%
Cc1noc(C)c1Cn1nc(C(=O)O)c2ccccc2c1=O	6%	16%	-4%	1%	i	18%	-1.0	4	-3%
O=C(N/C(=C/c1ccc(Br)cc1)C(=O)N1CCOCC1)c1cccs1	2%	7%	-7%	-5%	-8%	?	1.3	2	-10%
CC(OC(=O)Cc1ccsc1)C(=O)Nc1ccc(C(N)=O)cc1 (configuration not stated)	4%	0%	2%	-5%	-20%	30%	0.3	2	1%
COc1ccccc1C(=O)O/N=C(/c1ccncc1)c1ccc([N+](=O)[O-])cc1	0%	1%	-4%	-3%	i	-11%	-3.4	1	-10%
COc1ccc(NC(=O)Nc2nnc(C(C)(C)C)s2)cc1	7%	19%	-5%	1%	-23%	9%	1.4	-2	-11%
Cc1ccc(C2=C/C(=C/c3cccnc3)C(=O)O2)c(C)c1	2%	2%	-5%	16%	i	6%	-1.9	-1	2%
COc1ccc(S(=O)(=O)N2CCCCCC2)cc1NC(=O)Cc1cc(OC)c(OC)c(OC)c1	4%	10%	-5%	-8%	-5%	1%	-0.2	2	-29%
OCCCNCc1ccc(-c2ccccc2)cc1	10%	9%	-9%	18%	i	-30%	-1.0	8	-5%
CCCCn1c(N)c(N(CCOC)C(=O)c2c(CC)noc2C)c(=O)[nH]c1=O	11%	-3%	-16%	21%	i	6%	-0.2	-5	-1%
COc1ccc(Cl)cc1C(=O)Nc1cccc(-c2ccc3nncn3n2)c1	-5%	10%	-17%	-3%	13%	29%	0.6	-14	-12%
Cc1ccnc(NC(=O)CCc2c[nH]c3ccccc23)c1	-11%	6%	-23%	-5%	?	?	-2.2	-2	-22%
CCc1nc(NC(=O)c2sc(C)nc2C)sc1C(=O)OC	9%	1%	-2%	16%	i	3%	-0.6	-1	-5%

Of the compounds above, these contain an NH in an aromatic ring.
SMILES	EPAC1 agonist	GLP1R ag	PLK1 PBD block	HEK293 tox	PTHR1 agonist	GLP1R inv ag	IL2 activator	PI5P4Ka inh	EPAC1 antag
Cc1cc(-c2ccccc2)nc(Nc2nc3c(C)cccc3c(=O)[nH]2)n1	-2%	2%	-19%	8%	-14%	64%[activator]	-2.8	1	-27%
COc1ccc(-c2cc(=O)c3cc(OC)c(OC)cc3[nH]2)cc1	-3%	-1%	-13%	1%	-4%	20%	0.7	-3	0%
Cn1cc(S(=O)(=O)NC[C@H]2O[C@@H](n3ccc(=O)[nH]c3=O)[C@H](O)[C@@H]2O)cn1	15%	-4%	-3%	3%	i	6%	0.3	-1	-11%
COc1ccc(-n2c(=S)[nH]c3cc(C(=O)Nc4ccccc4OC)ccc3c2=O)c(OC)c1	19%	-3%	-15%	1%	-29%	?	4.4	?	-29%
CC(C)SCc1nc2ccccc2[nH]1	5%	4%	-9%	8%	i	2%	-3.5	-6	6%
CCCCn1c(N)c(N(CCOC)C(=O)c2c(CC)noc2C)c(=O)[nH]c1=O	11%	-3%	-16%	21%	i	6%	-0.2	-5	-1%
Cc1ccnc(NC(=O)CCc2c[nH]c3ccccc23)c1	-11%	6%	-23%	-5%	?	?	-2.2	-2	-22%

Source: PubChem

Not all compounds are listed; the hit share may differ from the screen's.
